Alkaline phosphatase: inhibition of tissue-nonspecific alkaline phosphatase – biochemical, luminescent (AID 518) | purified TNAP enzyme, luminescent substrate readout; higher % means a stronger effect | one-dose inhibition, % at 20 µM; IC50 in µM for titrated hits | 64,000 tested, 0.09% active; in the data active = a potency from the dose series; inactive = the rest, 99 in 100 with inhibition below about 22%;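 note: plate controls were vehicle for no effect and reference inhibitor for full effect; many of its hits are not listed in these tables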
Spn DPM-DC inh: S. pneumoniae DPM-DC inhibition; purified DPM-DC, PK/LDH coupled NADH fluorescence; calls only at 10 µM; 65,000 tested, 0.49% active; AID 556;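 active = the 320 compounds with the highest percent inhibition in the single-dose primary screen, excluding strongly autofluorescent ones, cut at about 32% in these data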;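 note: kinetic rate of NADH fluorescence loss reporting ADP formed by the decarboxylase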
HPDE-C7 viability: cytotoxicity in HPDE-C7 cells, cell-based, fluorescence, HTS (AID 430); 63,000 tested, 1.8% active; HPDE-C7 pancreatic duct cells viability, fluorescence; higher % means a stronger effect; cytotoxicity, % at 10 µM; hits with a dose series show EC50 in µM;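 note: cells exposed to compound for 48 hours before viability readout; 0% = vehicle and 100% = reference cytotoxic drug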
LYP inhibition: inhibition of human PTPN22 tyrosine phosphatase – biochemical, DiFMUP fluorescence, recombinant catalytic domain, 10 µM, primary screen (AID 606); recombinant LYP catalytic domain, DiFMUP fluorescence; higher % means a stronger effect; one-dose inhibition, % at 10 µM; IC50 in µM for titrated hits; 52,000 tested, under 10 active;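 active = IC50 under 40 µM in the dose-response test; inactive = IC50 of 40 µM or more, or never dose-tested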
Bfl-1 displacement: Bfl-1 inhibitors, primary screen, biochemical, fluorescence polarization, FITC-Bid, mouse (AID 432); displacement, % at 20 µM; hits with a dose series show IC50 in µM; FITC-Bid BH3 peptide fluorescence polarization displacement; higher % means a stronger effect; 64,000 tested, 0.02% active; in the data active = a potency from the dose series; inactive = the rest, 99 in 100 with displacement below about 15%; note: strong numbers were not always called active
HT1080 cytotoxicity: cytotoxicity in HT1080 fibrosarcoma cells, cell-based, fluorescence readout (AID 620); one-dose cytotoxicity, % at 10 µM; EC50 in µM for titrated hits; HT1080 viability, fluorescence; higher % means a stronger effect; 87,000 tested, 0.42% active;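 note: cells exposed to compound overnight then 4 h with Alamar Blue; 0% = vehicle DMSO and 100% = killing control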
PMK inhibit: S. pneumoniae PMK inhibition. inhibition, % at 10 µM. 65,000 tested, 0.49% active. AID 539. purified PMK, PK/LDH-coupled NADH absorbance 340 nm;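 active = top-ranked compounds by inhibition in the single 10 µM screen, taking a fixed number of the strongest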;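 note: 0% = full reaction with DMSO carrier and 100% = background rate without enzyme reaction; no value below 0 was filed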
Spn MK inh: inhibitors of Streptococcus pneumoniae mevalonate kinase; AID 555; 65,000 tested, 0.48% active; purified MK, PK/LDH-coupled NADH absorbance 340 nm; inhibition, % at 10 µM;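 active = ranked among the strongest by inhibition in the single 10 µM screen, a fixed top-ranked set picked for dose follow-up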; note: no value below 0 was filed
KRASV12 cytotoxicity: viability loss of HPDE-C7K cells – cell-based, fluorescence, HTS, primary screen (AID 431) | HPDE-C7K KRASV12 cells, Alamar Blue viability, 48 h; higher % means a stronger effect | 63,000 tested, 1.7% active | cytotoxicity, % at 10 µM, or EC50 in µM where a hit was titrated;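 active = compounds whose percent cytotoxicity in the single-dose primary screen, scaled between solvent and toxic-drug controls, exceeds 50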;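 note: 0% = DMSO solvent wells and 100% = doxorubicin-treated wells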
PMK inhibit pilot replicates: also measured in PMK inhibit; calls as there; inhibition, %; measured here: pilot screen replicates
Spn MK inh pilot replicates: recorded beside Spn MK inh, whose call it bears; inhibition, %; measured here: pilot screen replicates
Spn DPM-DC inh pilot screen %: also measured in Spn DPM-DC inh; calls as there; inhibition, %; measured here: pilot screen trials
The depositor's hits bear a star; i = inactive; / = no result given; + = active, no number. Cut-off read from the data, not from the text of the source, unless noted: active = cytotoxicity above about 50%; inactive = the rest. No enrichment for hits; overall some 3.5% were active at least once.

SMILES | Alkaline phosphatase | Spn DPM-DC inh | HPDE-C7 viability | LYP inhibition | Bfl-1 displacement | HT1080 cytotoxicity | PMK inhibit | Spn MK inh | KRASV12 cytotoxicity | others
O=C(CSc1nnc(-c2cccnc2)n1Cc1ccco1)Nc1nc(-c2ccc(F)cc2)cs1 | 17% | i | 1% | 2% | -8% | 26% | 8 | 6 | -10%
O=C(CSC1=NCCS1)N1CCOCC1 | 2% | i | 8% | / | -4% | 4% | 14 | 0 | -6%
COc1ccc(N2C(=O)C3CCCN3C2c2cccc(OC)c2)cc1 (configuration not stated) | 1% | i | -7% | -12% | 1% | 5% | 9 | 6 | -21%
CC(=O)Nc1cccc(-c2nc3ccccc3c(=O)o2)c1 | 9% | i | 1% | 2% | 6% | -3% | 8 | 2 | -9%
COc1ccc(OC)c(NC(=O)Cc2nn(C)c(=O)c3ccccc23)c1 | 8% | i | 2% | 6% | 2% | 12% | 10 | 6 | 0%
COC(=O)c1ccc(Oc2nc(C)cc(Oc3ccccc3)n2)cc1 | 5% | i | -5% | / | 2% | 11% | 6 | 2 | -2%
O=C(c1ccc(CNc2c(N3CCOCC3)c(=O)c2=O)cc1)N1CC=C(c2ccccc2)CC1 | 6% | i | -14% | 0% | -2% | -6% | 5 | 4 | 2%
COc1ccc(Nc2nc(C)cc(C)c2C#N)cc1 | 20% | i | 3% | -14% | -5% | 3% | 1 | 11 | -7%
Cc1cc(C)c(NC(=O)c2cc3c(nc4sccn43)s2)c(C)c1 | 17% | i | -4% | -1% | -9% | -3% | 18 | 0 | 1%
CC(=O)NC(Cc1c[nH]c2ccccc12)C(=O)OCC(=O)Nc1ccc2c(c1)OCO2 (configuration not stated) | -2% | i | -14% | -4% | 2% | -1% | 10 | 2 | -11%
Cc1nc(N2CCOCC2)c2oc3ccccc3c2n1 | 4% | i | 8% | 2% | 0% | 12% | 10 | 7 | 21%
COCC(=O)Nc1nnc(C2CCCCC2)s1 | 11% | i | -1% | 10% | -12% | -8% | 3 | 7 | -9%
CC12CN3CC(C)(CN(C1)C3c1ccc3ccccc3c1O)C2=O (configuration not stated) | 4% | i | -3% | 10% | -5% | -13% | 7 | 6 | -16%
CCNc1nc(Oc2ccc(=O)n(-c3ccccc3)n2)nc(N2CCOCC2)n1 | 9% | i | -6% | 12% | 6% | 4% | 9 | 6 | 4%
Cc1ccc(Cn2ccc(NC(=O)c3cc(-c4ccc(F)cc4)on3)n2)cc1 | 8% | i | -5% | 19% | 4% | 7% | 7 | 0 | 0%
CN1CCc2nc(SCC(=O)Nc3ccc(Cl)cc3)c(C#N)cc2C1 | 2% | i | -1% | 10% | -4% | 1% | 2 | 0 | 3%
Cc1noc(C)c1S(=O)(=O)Nc1c(C)n(C)n(-c2ccccc2)c1=O | 2% | i | -6% | 14% | 2% | 9% | 13 | 0 | 2% | PMK inhibit pilot replicates=3.5;Spn MK inh pilot replicates=6.0;Spn DPM-DC inh pilot screen %=5.5
COc1ccc(-c2noc(-c3ccc(Br)o3)n2)cc1OC | 12% | i | -12% | / | -10% | -2% | 0 | 10 | -8%
COc1ccc(C(=O)N(CN2CCCC2=O)c2nccs2)cc1OC | 5% | i | 6% | -6% | -4% | 8% | 4 | 1 | -3%
Cc1ccc(C(CC(=O)O)Nc2nc(N3CCCCC3)nc(N3CCCCC3)n2)cc1 (configuration not stated) | 6% | i | 10% | -5% | -8% | -2% | 12 | 4 | 0%
Cc1cc(-c2nn3c(C)nnc3s2)ccc1NC(=O)C(C)(C)C | 4% | i | 15% | / | -6% | -1% | 12 | 10 | 9%
O=C(O)c1cccnc1SC1CC(=O)N(c2cccc(C(F)(F)F)c2)C1=O (configuration not stated) | 0% | i | -11% | 9% | -1% | 0% | 9 | 3 | -16%
CCOc1ccc(-n2c(SCC(=O)Nc3cc(C)on3)nc3c([nH]c4ccccc43)c2=O)cc1 | 1% | i | 6% | / | 0% | -1% | 2 | 4 | -2%
O=C(COc1ccc(C(=S)N2CCOCC2)cc1)N1CCCC1 | 4% | i | -2% | 7% | 2% | 2% | 6 | 9 | -4%
CC(C)C1Cc2c(sc3c2c(=O)n(Cc2ccccc2)c2nncn32)CO1 (configuration not stated) | 4% | i | 7% | 7% | 4% | 4% | 1 | 0 | 2%
Brc1cnc(N2CCOCC2)nc1N1CCCCC1 | 0% | i | -12% | / | -4% | 3% | 9 | 12 | -10%
CCn1c(=O)cc(OCC(=O)Nc2cccnc2)c2ccccc21 | 10% | i | -10% | / | -6% | 0% | 13 | 0 | 0%
CC(C)c1ccc(C2CC(=O)N3CN(Cc4ccco4)CSC3=C2C#N)cc1 (configuration not stated) | 7% | i | -9% | / | -3% | 4% | 10 | 11 | -3%
CCC(c1nnnn1CCc1ccccc1)N(Cc1ccco1)Cc1cc2cc(C)cc(C)c2[nH]c1=O (configuration not stated) | 5% | i | 11% | 14% | 11% | 18% | 6 | 9 | 5%
COc1ccc(-c2nnc(SCC(=O)N3CCCC(C)C3)o2)c(OC)c1 (configuration not stated) | 9% | i | -9% | 11% | -2% | 8% | 8 | 6 | 2%
CC(=O)Nc1ccc(S(=O)(=O)N2CCN(CCC#N)CC2)cc1 | 11% | i | 10% | / | -1% | -1% | 0 | 0 | -1%
CC(C)c1cc(Nc2cccc(O)c2)cc(C(C)C)c1O | 18% | i | 20% | / | -2% | 2% | 9 | 11 | 16%
Clc1ccc(C2=Nn3c(nnc3-c3n[nH]c4c3CCC4)SC2)cc1Cl | -5% | i | 77%* | 6% | 2% | 22% | 4 | 3 | 72%* | PMK inhibit pilot replicates=0.0;Spn MK inh pilot replicates=0.0;Spn DPM-DC inh pilot screen %=3.0
CC1CN(c2nc3c(c(=O)[nH]c(=O)n3C)n2Cc2ccccc2F)CC(C)O1 (configuration not stated) | 5% | i | -11% | 15% | 7% | 3% | 0 | 3 | -2%
O=C(NCC(=O)N(c1ccccc1F)C(C(=O)NCC1CCCO1)c1ccccc1)c1ccco1 (configuration not stated) | 7% | i | -3% | 1% | 5% | -1% | 7 | 2 | -14%
Cc1ccc(-c2nc(C#N)c(NCc3cccc4c3OCO4)o2)cc1 | 11% | i | -9% | -3% | 0% | / | 0 | 3 | -16%
COCCCNC(=O)CSc1ccc(Cl)cc1 | 23% | i | 3% | 14% | -4% | 4% | 9 | 6 | 20% | PMK inhibit pilot replicates=0.5;Spn MK inh pilot replicates=2.5;Spn DPM-DC inh pilot screen %=0.0
COCCOc1ccc(C(F)(F)F)cc1NC(=O)COC(=O)c1c(C)noc1C | -4% | i | -20% | / | 2% | 9% | 7 | 0 | -21%
COCCn1c(SCC(=O)Nc2sc(C)c(C)c2C#N)nnc1-c1ccc(OC)cc1 | 7% | i | -13% | -15% | -9% | -12% | 6 | 12 | -2%
CCS(=O)(=O)NCC(c1cccnc1)N1CCN(c2ccccc2OC)CC1 (configuration not stated) | 4% | i | -8% | -5% | 5% | -8% | 10 | 4 | -4%

A portion taken from the entries so far, as a working copy:
SMILES | Alkaline phosphatase | Spn DPM-DC inh | HPDE-C7 viability | LYP inhibition | Bfl-1 displacement | HT1080 cytotoxicity | PMK inhibit | Spn MK inh | KRASV12 cytotoxicity | others
O=C(COc1ccc(C(=S)N2CCOCC2)cc1)N1CCCC1 | 4% | i | -2% | 7% | 2% | 2% | 6 | 9 | -4%
CC(C)C1Cc2c(sc3c2c(=O)n(Cc2ccccc2)c2nncn32)CO1 (configuration not stated) | 4% | i | 7% | 7% | 4% | 4% | 1 | 0 | 2%
Brc1cnc(N2CCOCC2)nc1N1CCCCC1 | 0% | i | -12% | / | -4% | 3% | 9 | 12 | -10%
CCn1c(=O)cc(OCC(=O)Nc2cccnc2)c2ccccc21 | 10% | i | -10% | / | -6% | 0% | 13 | 0 | 0%

Later entries.
SMILES | Alkaline phosphatase | Spn DPM-DC inh | HPDE-C7 viability | LYP inhibition | Bfl-1 displacement | HT1080 cytotoxicity | PMK inhibit | Spn MK inh | KRASV12 cytotoxicity | others
COc1ccc(S(=O)(=O)C(C#N)c2nc3ccccc3nc2N2CCC(C)CC2)cc1 (configuration not stated) | 11% | i | / | 8% | 0% | -2% | 0 | 6 | /
CCOc1ccc(-c2nnn(CCC(=O)O)n2)cc1OC | 13% | i | -29% | -1% | 9% | 2% | 13 | 0 | -13% | PMK inhibit pilot replicates=0.0;Spn MK inh pilot replicates=0.0;Spn DPM-DC inh pilot screen %=0.0
Cc1noc(C)c1CSc1nnc2scc(-c3ccc(Cl)cc3)n12 | 16% | i | -11% | -20% | -2% | 1% | 0 | 1 | 3% | PMK inhibit pilot replicates=2.0;Spn MK inh pilot replicates=0.0;Spn DPM-DC inh pilot screen %=0.0
COC(=O)c1sc2cnccc2c1N | 4% | / | -2% | 8% | 0% | 4% | 12 | 1 | 0%
CC(NC(=O)Cn1cnc2c1c(=O)n(C)c(=O)n2C)c1ccccc1 (configuration not stated) | 0% | i | -2% | 6% | -7% | 6% | 3 | 6 | 1%
COC(=O)c1ccccc1NC(=O)c1cc(-c2ccc(OC)c(OC)c2)on1 | 24% | i | 2% | 15% | 20% | -7% | 17 | 7 | -1% | PMK inhibit pilot replicates=6.0;Spn MK inh pilot replicates=0.0;Spn DPM-DC inh pilot screen %=18
CCCCNc1cc(C(=O)O)cc(S(N)(=O)=O)c1Oc1ccccc1 | 13% | i | 3% | 15% | 1% | -10% | 10 | 10 | -3% | PMK inhibit pilot replicates=2.0;Spn MK inh pilot replicates=0.0;Spn DPM-DC inh pilot screen %=18
Cc1cc(-c2ccco2)n(CC(=O)NCCN(C)C)n1 | 7% | i | -19% | 0% | 0% | -4% | 4 | 4 | -22%
Cc1nc2oc3c(NCC4CCCO4)ncnc3c2c2c1COC(C)(C)C2 (configuration not stated) | 7% | + | -4% | 8% | -7% | -4% | 2 | 0 | 15%
COc1cccc(OC)c1OCC(O)CN1CCN(c2ccccc2)CC1 (configuration not stated) | 4% | i | 1% | 2% | 0% | -1% | 28* | 16 | -3%
COc1ccccc1-c1nc(C(N)=O)c2[nH]c(=O)n(-c3cccc(C)c3)c2n1 | -1% | + | -3% | -1% | 8% | -4% | 12 | 3 | 20%
CCCCS(=O)(=O)N1CN(S(=O)(=O)CCCC)C2NC(=O)NC21 (configuration not stated) | 11% | i | -7% | / | -5% | -4% | 3 | 15 | -6%
O=C(CSc1nnnn1-c1ccccc1)Nc1nsc(-c2ccc(Cl)cc2)n1 | 15% | i | -31% | -5% | 29% | -7% | 14 | 3 | -8% | PMK inhibit pilot replicates=1.0;Spn MK inh pilot replicates=1.0;Spn DPM-DC inh pilot screen %=0.0
COc1ccc(OC)c(NC(=O)CCN2CCCC(C)C2)c1 (configuration not stated) | 3% | i | -1% | 8% | -5% | 26% | 12 | 11 | 14%
Cn1c2c(c(=O)n(C)c1=O)C1c3ccccc3OCC1C(C)(C)O2 (configuration not stated) | 5% | i | 5% | 7% | -2% | 2% | 11 | 7 | 1%
